Screening results: PubChem, several laboratories
Vif inh = blocks HIV Vif function. inhibition, % at 7.49 µM. 340,000 tested, 0.35% active. HEK293T cells, Vif self-association by quenched fluorescence, imaging, 24 h; in the data active = inhibition above about 50%, passing the limit was not always enough; inconclusive = no clear call, values can overlap the other calls; inactive = below about 31%; also: some results filed as inactive read as strong as hits
ABCB6 inh MLPCN = inhibitors of human ABC transporter ABCB6. K562-ABCB6 porphyrin accumulation, flow cytometry, 1 h; hits give low values. Q9NP58. 360,000 tested, 0.19% active. fluorescence ratio to DMSO, % at 10 µM;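 active = fluorescence ratio to DMSO below 75%, the collection mean minus 3 SD; inconclusive = too few cells collected in the well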;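 also: signal is porphyrin accumulated inside mitochondria; 100% equals median channel fluorescence of DMSO control wells; lower ratio means ABCB6 inhibition with less porphyrin fluorescence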
PDI turbidity = PDI (human) enzyme inhibition; P07237; PDI insulin aggregation turbidity, A650, 90 min; inhibition, % at 10 µM; 350,000 tested, 0.052% active; AID 588391;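 active = mean inhibition across replicates of 30% or more, whatever share of single replicates reach that level; inconclusive = mean inhibition below 30% while every single replicate reaches 30%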;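 also: absorbance from insulin aggregation driven by PDI reduction with DTT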
Target sequence (P07237 whole entry, looked up): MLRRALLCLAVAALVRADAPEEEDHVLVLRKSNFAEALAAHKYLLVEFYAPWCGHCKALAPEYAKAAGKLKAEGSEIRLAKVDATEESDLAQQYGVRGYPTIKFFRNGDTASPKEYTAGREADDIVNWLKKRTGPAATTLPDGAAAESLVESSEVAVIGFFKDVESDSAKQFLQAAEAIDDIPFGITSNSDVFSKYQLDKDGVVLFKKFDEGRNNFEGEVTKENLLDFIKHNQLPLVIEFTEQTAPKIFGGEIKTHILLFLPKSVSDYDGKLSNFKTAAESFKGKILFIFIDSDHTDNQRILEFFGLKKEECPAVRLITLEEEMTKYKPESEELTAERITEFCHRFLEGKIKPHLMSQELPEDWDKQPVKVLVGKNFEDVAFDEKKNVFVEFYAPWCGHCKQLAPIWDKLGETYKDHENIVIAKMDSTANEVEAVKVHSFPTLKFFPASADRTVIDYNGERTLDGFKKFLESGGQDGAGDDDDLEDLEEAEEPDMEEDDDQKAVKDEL
Glyco luc inh = blocks N-linked glycosylation in D54 reporter cells | reporter increase, % at 12.5 µM | D54 ERlucT glycosylation luciferase reporter, 24 h; percent of 100 nM tunicamycin response | 360,000 tested, 0.23% active;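 active = mean luciferase reporter signal, scaled so untreated is 0 and the glycosylation-blocking control 100, at or above a set limit in every replicate; inconclusive = mean reaches the limit but not every replicate does; inactive = mean below the limit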;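 also: luciferase carries N-glycosylation sites so blocking glycosylation raises the light; 0% = median of neutral control wells and 100% = median of 100 nM tunicamycin wells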
CaV13 FRET inh = Primary screen for inhibitors of IQ motif and Ca2+-dependent inactivation inhibitor domain binding in CACNA1D, Förster resonance energy transfer in living cells, …; HEK cells, CFP/YFP FRET ICDI-IQ, plate reader, 10 min; percent FRET-ratio fall versus neutral wells; inhibition, % at 12.3 µM; 340,000 tested, 0.098% active;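 active = mean replicate inhibition of at least 30% and at least 1% of replicates passing that level; inconclusive = only one of the two criteria is met; inactive = neither criterion is met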;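 also: 0% = median of the neutral control wells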
MC4R antagonist = human MC4R antagonism in cAMP assay; P32245; MC4R-expressing cells, MTII-stimulated cAMP, LANCE TR-FRET; inhibition, % at 6.5 µM; 360,000 tested, 0.48% active; AID 540295;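 active = inhibition above its plate's cutoff, the mean of tested wells on that plate plus 3 SD, cut at about 29% in these data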;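 also: 0% = Melanotan II alone and 100% = Melanotan II plus saturating MCL0020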
Target sequence (P32245 whole entry, looked up): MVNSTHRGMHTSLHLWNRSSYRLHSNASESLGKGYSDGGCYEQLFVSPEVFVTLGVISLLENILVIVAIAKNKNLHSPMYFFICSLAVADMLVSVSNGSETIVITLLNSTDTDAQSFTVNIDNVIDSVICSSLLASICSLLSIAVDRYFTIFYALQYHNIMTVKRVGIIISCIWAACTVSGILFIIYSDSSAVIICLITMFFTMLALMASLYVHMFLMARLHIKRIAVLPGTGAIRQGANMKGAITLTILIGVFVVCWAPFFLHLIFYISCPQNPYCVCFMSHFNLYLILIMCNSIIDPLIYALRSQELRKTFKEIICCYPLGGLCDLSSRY
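Test system: U2OS cells stably expressing human melanocortin 4 receptor (MC4R); also added: Melanotan II challenge; compound: 6.5 µM single dose; timing: 30-min compound preincubation, 1-h Melanotan II challenge, 1-h detection, room temperature; signal: Eu-cAMP/anti-cAMP TR-FRET, emission 671 nm; repeats: one well per compound, no replicates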
m5-HT2A agonist = activates the mouse 5-HT2A serotonin receptor; CHO-K1 mHTR2A beta-arrestin complementation, luminescence; percent of 30 µM serotonin response; 360,000 tested, 0.66% active; P35363; activation, % at 7.6 µM;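 active = activation above a run cutoff, the mean activation of all tested compounds plus 3 SD, cut at about 14% in these data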;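 also: 0% = plate median of compound wells and 100% = 30 µM serotonin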
aDG glyco up = increases alpha dystroglycan glycosylation; Pro5-aDG cells, alpha-DG glycosylation AlphaScreen (IIH6); 0% Pro5, 100% B10-LARGE cell signal; activation, % at 10 µM; 360,000 tested, 0.22% active; AID 624168;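 active = activation of at least 8% versus controls, or a plate z-score of at least 8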;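 also: Pro5 are CHO cells carrying HIG-tagged alpha-DG that lacks glycosylation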
Cardio protect = myocardial damage modulation in H9c2 cells. H9c2 cardiomyocytes, H2O2 injury protection, ATPLite, 2 h. protection from H2O2 cell death, % at 20 µM. 360,000 tested, 0.63% active. AID 588492;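 active = compounds giving at least 50% protection of heart cells from peroxide-induced death in the single-dose screen, raw or plate-pattern-corrected value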;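 also: 0% = DMSO wells with peroxide and 100% = DMSO wells without peroxide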
MC4R ag barr = activates human MC4R beta-arrestin recruitment; 360,000 tested, 0.98% active; activation, % at 8.9 µM; U2OS MC4R beta-arrestin complementation, luminescence; percent of melanotan II response, DMSO zero; P32245;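 active = activation above a per-plate cutoff, the mean activation of sample wells on that plate plus 3 SD, cut at about 8% in these data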
Active calls of the source: *; ? = inconclusive; nt = not tested or not shown; & = joins results of further samples. Not all compounds are listed; the hit share may differ from the screen's.

SMILES | Vif inh | ABCB6 inh MLPCN | PDI turbidity | Glyco luc inh | CaV13 FRET inh | MC4R antagonist | m5-HT2A agonist | aDG glyco up | Cardio protect | MC4R ag barr
C[C@]12CCC3C(CC[C@H]4C[C@H](O)CC[C@]34C)C1C[C@@H](CCCCl)[C@@H]2O (some centres undefined) | -6 | 100 | -1 | -5 | -5 | 6 | 5 | 0.3 | 6 | -2.5
O=C(COc1ccc(Cl)cc1)NCCc1cnc[nH]1 | -7 | 97 | 4 | 4 | -1 | 12 | -4 | -0.2 | 7 | -2.7
O=C1NCN(c2ccccc2)C12CCN(C(c1nnnn1Cc1ccccc1)C1CC1)CC2 (centres undefined) | -3 | 98 | nt | -2 | -10 | nt | 5 | -0.3 | 6 | nt
O=[N+]([O-])c1cccc(CN2CCN(Cc3ccc(Br)cc3)CC2)c1 | 2 | 101 | -9 | -4 | 8 | 5 | 0 | 0.6 | -12 | -0.4
Cc1cccc(C)c1-n1nnnc1C(c1cc2ccccc2o1)N1CCC(n2c(=O)[nH]c3ccccc32)CC1 (centres undefined) | nt | 85 | nt | -13 | -7 | nt | -4 | -0.7 | -12 | nt
COc1cccc(C2CC3C(=O)C=CC2N3Cc2ccccc2)c1 (centres undefined) | 5 | 101 | 0 | 7 | -4 | 1 | 0 | 0.4 | -2 | 0.1
CCOP(=O)(OCC)C(O)c1cccc([N+](=O)[O-])c1 (centres undefined) | 4 | 96 | -1 | -1 | -6 | 8 | -1 | -0.3 | -3 | 0.2
Cc1cccc(CS(=O)(=O)Cc2ccc(C(=O)N3CCC4(CC3)OCCO4)o2)c1 | nt | 100 | -2 | 1 | nt | 5 | 3 | 0.0 | 8 | -0.7
C=C(COC(C)=O)CC1CC(O)[C@]2(C)OC3CC4OC5C[C@]6(C)O[C@]7(C)CCC8OC9C[C@]%10(C)OC%11C(C)=CC(=O)OC%11CC%10OC9C[C@@H](C)C8OC7CC6O[C@]5(C)C/C=C\C4OC3CC2O1 (some centres undefined) | nt | 96 | -9 | -8 | nt | 6 | -2 | 0.3 | -12 | 0.3
Cc1c(C)c2ccc(OCC(=O)N3CCC(C(=O)O)(c4ccccc4)CC3)c(C)c2oc1=O | -10 | 100 | nt | 3 | nt | 0 | -2 | 0.3 | 2 | -0.5
CC12CCC(O)CC1CCC1C2CCC2(C)C(C3=CC(=O)OC3)CCC12O (centres undefined) | 19 | 94 | 0 | -18 | -6 | 0 | 0 | 0.3 | 7 | 28*
CCN(CC)C(=O)c1ccc(NC(=S)NC(=O)CCc2ccccc2)cc1 | -5 | 103 | -4 | -3 | -6 | 1 | 0 | 0.2 | -3 | -3.0
O=[N+]([O-])c1ccc(N(CCO)CCO)c2c1no[n+]2[O-] | 61* | 141 | -2 | -3 | -6 | 7 | -9 | -0.2 | -7 | -4.7
C(#CCN1CCCCC1)COCc1ccccc1 | 3 | 96 | -3 | -2 | -2 | 7 | -3 | 0.3 | -4 | -1.4
COc1ccc(OC)c(C(O)C(C)N)c1 (centres undefined) | -1&-14 | 98 | -6 | 2 | -6 | 2 | -3 | -0.2 | 8 | 0.7
C=CC1CN2CCC1CC2c1[nH]c2ccccc2c1CCO (centres undefined) | 7 | 104 | 3 | -1 | -8 | 2 | 1 | -0.2 | 16 | -0.6
CCc1ccc(N2C(=O)NC(=O)/C(=C\c3cc(C)n(-c4cc(C(=O)O)cc(C(=O)O)c4)c3C)C2=O)cc1 | 13 | 115 | -1 | 1 | -18 | -6 | 3 | 0.0 | 2 | -0.6
C[C@]12CCC3C(CC[C@H]4C[C@@H](O)CC[C@]34C)C1CC[C@@H]2O (some centres undefined) | 3 | 101 | 5 | 0 | -6 | 1 | 10 | -0.2 | 5 | 0.3
COc1ccc(CN2CCN(c3ccccc3)CC2)c(C)c1C | -1 | 100 | 4 | -2 | -4 | 22 | 5 | 0.2 | -8 | -0.6
CCOc1ccc2nc(N3CCC(C(=O)N4CCC5(CC4)OCCO5)CC3)sc2c1 | -26 | 96 | 4 | -1 | -5 | -1 | 6 | 0.3 | -5 | 2.7
O=C(CNS(=O)(=O)c1ccc(Br)s1)N1CCC2(CC1)OCCO2 | nt | 98 | -6 | 0 | 1 | 10 | 0 | -0.1 | 5 | -0.5
O=C(Cn1ncn2c(cc3cc(F)ccc32)c1=O)N1CCC2(CC1)OCCO2 | -3 | 94 | 3 | 0 | -14 | -2 | 4 | -0.1 | 7 | -2.4
O=C1NCN(c2ccccc2)C12CCN(C(CCc1ccccc1)c1nnnn1C1CCCCC1)CC2 (centres undefined) | -1 | 94 | nt | -7 | -8 | nt | -1 | 0.2 | -2 | nt
NC(Cc1ccc(F)cc1)c1csc(Nc2ncccn2)n1 (centres undefined) | 5 | 94 | 1 | -14 | -6 | -1 | -1 | 0.9 | 0 | -3.1
CCc1nc2ccccc2c(=O)n1-c1ccccc1OC | -4 | 103 | 3 | 1 | -7 | -2 | -4 | 0.0 | -5 | 0.2
O=C(Cc1ccccc1)N1CCN(Cc2ccc(F)cc2)CC1 | -2 | 103 | 6 | -1 | -2 | 5 | -1 | 0.0 | 4 | 1.0
Cc1cc(OCC(=O)NC(Cc2ccc(Cl)cc2)C(=O)O)c2c3c(c(=O)oc2c1)CCC3 (centres undefined) | 1 | 98 | nt | 0 | nt | 6 | 1 | -0.1 | 2 | -1.4
O=C1C2CCCC1C(N1CCCC1)CC2 (centres undefined) | 2 | 101 | 5 | 2 | 3 | 2 | -4 | -0.1 | 2 | 0.9
O=C(COc1ccc(Cl)cc1)N(c1ccccc1Cl)C1CN2CCC1CC2 (centres undefined) | -2 | 93 | 6 | 1 | 1 | 5 | -5 | 0.0 | -1 | 0.2
COC(=O)c1c2[n+](cc3cc(OC)c(OC)cc13)CCc1cc(OC)c(OC)cc1-2 | ? | 100 | 1 | -1 | -5 | -10 | -6 | 0.1 | 8 | -0.9
Cn1cccc1/C=C1\C(=O)NC(=O)N(Cc2ccco2)C1=O | 5 | 101 | 11 | 15 | -4 | -9 | -1 | -0.4 | 5 | 0.1
COc1ccc(Cn2c(O)c(C=NCCCn3ccnc3)c(=O)[nH]c2=O)cc1 | -12 | 105 | -1 | 0 | nt | 6 | -3 | 0.0 | 0 | 1.5
Cc1cc(C)nc(N2Cc3ccccc3C2=N)n1 | 22 | 102 | -3 | 37* | -3 | 13 | 2 | 2.6 | -3 | -1.5
COc1ccc2nc(-c3ccc(CN4CCC(n5c(=O)[nH]c6ccccc65)CC4)cc3)c(-c3ccccc3)nc2c1 | nt | 96 | nt | nt | -6 | nt | -3 | -0.5 | nt | nt
CC(=NCCCO)c1c(O)[nH]c(=O)[nH]c1=O | -5 | 98 | 13 | 2 | -5 | 7 | 2 | -0.1 | 3 | -1.1
C[C@]12CC[C@@H](O)C[C@@H]1CC[C@@H]1[C@@H]2CC[C@]2(C)C(=O)[C@H](O)C[C@@H]12 | 12 | 99 | 0 | -3 | nt | 1 | -1 | -0.6 | -4 | 0.3
CC(N)Cc1cn(Cc2ccccc2)c2ccccc12 (centres undefined) | -6 | 94 | 6 | 0 | -6 | -12 | 1 | 0.9 | -8 | 1.2
CN1CCC(OC(=O)C2c3ccccc3Oc3ccccc32)CC1 | -3 | 105 | 7 | 0 | -4 | 1 | -8 | 0.2 | 8 | -0.2
COc1ccc(-c2nn(CCC#N)cc2C(=O)NCc2ccccc2)cc1 | -4 | 99 | 0 | 0 | -2 | 10 | 4 | -0.1 | 1 | 2.6
CN1CCN(C(=O)Cc2nc3ccccc3[nH]2)CC1 | 9 | 103 | -15 | 0 | -9 | 0 | 2 | 0.2 | 0 | -1.3
CC1CCC/C=C/C2CC(O)CC2C(O)/C=C/C(=O)O1 (centres undefined) | nt | 80 | 2 | -4 | -4 | 10 | -3 | -0.5 | 4 | -2.4
CC(C)(C)c1ccc(O)c(N=Cc2c(O)ccc3ccccc23)c1 | -18 | 598 | 6 | 6 | -26 | 25 | 6 | 1.7 | 51* | 4.0
C[C@H]1CC[C@@]2(C)[C@@H](CC[C@@H]3[C@@H]2CC[C@]2(C)[C@@H](O)CC[C@@H]32)C1 | 0 | 98 | -2 | -2 | -3 | 5 | -1 | 0.0 | -11 | 0.8
ON1C2CCCCC2N(O)C1c1ccccc1 (centres undefined) | 4 | 100 | -2 | 0 | -8 | 6 | 2 | -0.3 | 4 | -3.1
Cc1ccc(S(=O)(=O)N2Cc3cnnn3-c3ccccc3C2C#N)cc1 (centres undefined) | nt | 98 | -10 | 2 | -3 | 2 | 3 | -0.3 | 4 | 1.7
CCC(C(=O)N1C[C@H]2C[C@@H](C1)c1cccc(=O)n1C2)c1ccccc1 (some centres undefined) | -9 | 97 | nt | -7 | nt | 4 | 7 | -0.4 | 4 | -2.7
c1ccc(-c2ccncc2)cc1 | 7 | 104 | nt | 1 | nt | 24 | -4 | 0.2 | 2 | -1.2
CCC(=O)N1N=C(c2c(O)n(CCc3ccccc3)c(=O)[nH]c2=O)CC1c1ccc(OC)c(OC)c1 (centres undefined) | 2 | 100 | 8 | 4 | -5 | -2 | -7 | 0.1 | 6 | -0.4
c1cc2c(cc1[C@H]1OCC3C1CO[C@@H]3c1ccc3c(c1)OCO3)OCO2 (some centres undefined) | -12 | 97 | nt | -6 | nt | 19 | 1 | 0.1 | -5 | -0.7
c1ccc(C2CC3CC4(CCCC4)N2O3)cc1 (centres undefined) | -2 | 94 | -4 | 0 | nt | -8 | 0 | -0.2 | 2 | 0.7
CCCNC(=O)N1[C@H]2CC[C@@H]1C(C(=O)OC)=C(c1ccc(Cl)c(C(F)(F)F)c1)C2 | 0 | 91 | 6 | -3 | -2 | 6 | 1 | 0.6 | -5 | -0.4
COc1ccccc1Cn1c(SCC#N)nc2cc(C(=O)N3CCC4(CC3)OCCO4)ccc2c1=O | -4 | 99 | -3 | -3 | -18 | 4 | -5 | -0.2 | 13 | -1.2
Cc1ccc(-n2c(O)c(C=NCCN(C)C)c(=O)[nH]c2=O)cc1 | -3 | 104 | -1 | 3 | 0 | 0 | 0 | -0.2 | 4 | -1.5
CCN(CC)C(=O)c1ccc(NC(=O)COc2ccc([N+](=O)[O-])cc2Cl)cc1 | 2 | 92 | 2 | -1 | -2 | 13 | -2 | 0.1 | 0 | 0.1
COC(=O)C1=C(c2ccc(F)cc2OCc2ccccc2)C[C@@H]2CC[C@H]1N2C(=O)NC1CC1 | 3 | 98 | 1 | 1 | -6 | 4 | -3 | 0.2 | -1 | 1.4
